# Screening results from PubChem BioAssay.
# TDP1 inh – blocks human tyrosyl-DNA phosphodiesterase 1. Q9NUW8. recombinant TDP1, AlphaScreen DNA substrate cleavage. Potency, µM (series often up to 130 µM), inactives show at the top dose activity change, negative = inhibition, usual class: inhibitors. actives 0.28% (n = 350,000). AID 485290; further: nearly all actives have a fitted effect of over 40% in size
# Target sequence (Q9NUW8 whole entry, looked up): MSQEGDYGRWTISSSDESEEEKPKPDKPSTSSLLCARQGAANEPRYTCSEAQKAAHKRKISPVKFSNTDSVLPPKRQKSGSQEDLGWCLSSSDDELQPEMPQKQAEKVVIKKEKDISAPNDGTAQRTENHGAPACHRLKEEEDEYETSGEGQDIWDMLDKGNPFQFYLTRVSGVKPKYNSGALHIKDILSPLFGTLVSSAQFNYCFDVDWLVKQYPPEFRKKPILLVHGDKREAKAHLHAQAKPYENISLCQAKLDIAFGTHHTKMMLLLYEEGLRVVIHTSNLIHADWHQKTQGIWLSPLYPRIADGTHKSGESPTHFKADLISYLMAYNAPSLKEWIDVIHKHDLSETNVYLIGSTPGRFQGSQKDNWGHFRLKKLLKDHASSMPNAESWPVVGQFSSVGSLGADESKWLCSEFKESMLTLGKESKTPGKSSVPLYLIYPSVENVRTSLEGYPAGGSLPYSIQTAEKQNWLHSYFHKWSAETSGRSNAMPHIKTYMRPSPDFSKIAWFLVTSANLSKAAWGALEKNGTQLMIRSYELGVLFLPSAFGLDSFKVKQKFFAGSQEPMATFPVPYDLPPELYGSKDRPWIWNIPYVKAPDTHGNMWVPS
#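 AlphaScreen read-out: signal falls as enzyme removes the 3' tyrosine-FITC from a 5'-biotinylated DNA oligo (15 nM, 5 min, RT). Enzyme was E. coli-made recombinant Tdp1 at 1 nM, exposed to compound for 15 min beforehand; beads 10 ug/ml, 10 min.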
# FEN1 inh – blocks human flap endonuclease 1. P39748. Recombinant FEN1 flap cleavage, fluorescence, 15 min. Potency, µM (series often up to 114 µM), for inactives: top-dose activity change, negative = inhibition, actives largely listed as inhibitors. actives 0.35% (n = 390,000). AID 588795; further: nearly all actives have a fitted effect of over 65% in size
# Target sequence (P39748 whole entry, looked up): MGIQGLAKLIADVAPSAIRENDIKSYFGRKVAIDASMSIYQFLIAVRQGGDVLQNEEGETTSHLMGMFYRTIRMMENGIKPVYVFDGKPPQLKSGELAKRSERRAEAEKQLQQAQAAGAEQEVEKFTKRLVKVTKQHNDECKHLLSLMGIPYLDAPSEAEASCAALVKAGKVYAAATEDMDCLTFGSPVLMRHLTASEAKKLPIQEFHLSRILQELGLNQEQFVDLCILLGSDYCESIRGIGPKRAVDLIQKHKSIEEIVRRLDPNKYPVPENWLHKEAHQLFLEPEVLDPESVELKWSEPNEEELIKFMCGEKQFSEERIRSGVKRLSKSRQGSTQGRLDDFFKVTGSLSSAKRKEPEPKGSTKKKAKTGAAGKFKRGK
#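 Potency values derive from four-parameter Hill fits of normalized qHTS data. The reaction used 10 nM FEN1 preincubated 15 min at room temperature with compound, then 50 nM DNA substrate, read at 0 and 15 min.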
# N370S GC – inhibitors or activators of N370S glucocerebrosidase for Gaucher disease | actives 0.092% (n = 330,000) | N370S GC spleen homogenate, 4MU-glucoside fluorescence | P04062 | Potency, µM (titrated, usually from 59.4 µM), for inactives: at the highest dose activity change, negative = inhibition, actives largely listed as inhibitors;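 further: 0% = full enzyme activity and -100% = no enzyme basal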
# * marks the source's active call; other numbers are inactive results; ? = inconclusive; / = not tested or not shown; & = joins results of further samples; [ ] = another dose, or the depositor's remark. The call rests on the fitted dose curve; in most records, active means well fitted curve in the direction sought with a large enough effect; inconclusive means small, poorly fitted or top-dose-only effect, or another doubt; inactive means no such curve, though single readings can be large; an effect the other way counts as inactive or inconclusive. Unless noted, on the % scale 0 is the no-effect control and ±100 the full control effect; potency means the concentration at half of the fitted maximal effect.
SMILES,TDP1 inh,FEN1 inh,N370S GC
COc1ccc(NC(=S)N2CCCCC2c2cccnc2)cc1 (stereo not given),/,-0.6%,2.1%
O=C(CCNS(=O)(=O)c1ccccc1C(F)(F)F)NCCCc1ccccc1,0.9%,-9.5%,/
COC(=O)c1ccc2c(C)c(C(C)(C)O)[nH]c2c1,/,11.2%,?
CC1CN(Cc2nc3c(c(=O)n(C)c(=O)n3C)n2CCN2CCOCC2)CC(C)O1 (stereo not given),5.8%,1.1%,-1.4%
CSc1ccccc1NC(=O)Cn1nnc(-c2ccc(S(C)(=O)=O)cc2)n1,5.0%,-2.3%,7.9%
CCC(Sc1nc(=O)cc(N)n1CCc1ccccc1)C(=O)Nc1ccccc1C#N (stereo not given),4.0%,6.1%,6.2%
Cc1ccc(NC(=O)Nc2nnc(N(C)Cc3ccccc3)s2)c(C)c1,2.9%,-0.9%,/
COc1ccc(-c2noc(CSc3nnc(C)n3-c3ccc(C)cc3)n2)cc1OC,3.7%,-2.6%,/
Cc1ccsc1C(=O)Nc1n[nH]c(C(F)(F)F)n1,5.0%,-11.7%,-0.9%
CCOc1ccccc1NC(=O)CN1CCC(NC(=O)Nc2ccccc2)CC1,8.0%,0.1%,-7.4%
C/C=C/C=C/C(=O)N1CC[C@]23c4ccccc4N[C@H]4N(C)c5cccc6c5[C@]42CCN([C@H]6C2OC2(C)C)[C@H]13 (stereo not given in full),/,-22.4%,18.8%
CC1=CC2C(CC1=O)C(C)=CCC2C(C)C (stereo not given),11.3%[56.1 µM],/,-0.8%
O=C(NCCOC(=O)c1cccs1)c1cccnc1,-6.7%,7.4%,8.6%
CCOc1ccc(S(=O)(=O)Nc2ccc(C(=O)NN)cc2)cc1,/,-7.7%,-27.4%
c1ccc2c(c1)CCOC2CNCCCN1CCCCC1 (stereo not given),5.8%,0.7%,-19.0%
Cc1ccnc(N2CCC(C(=O)NC3CCCCCC3)CC2)n1,1.0%,-4.7%,19.2%[2.35 µM]
CCN(CC)C(=O)CSc1nnc2[nH]c(=O)cc(C)n12,2.6%,-4.7%,/
OCC1(Cc2cccc(C(F)(F)F)c2)CCN(Cc2cc(F)cc(F)c2)CC1,0.0%,-6.3%,-2.9%
Cc1ccc(NC(=O)C2CCN(S(=O)(=O)c3ccc4ccccc4c3)CC2)nc1,0.1%,-0.3%,5.1%
COc1ccc(N2CCN(C(CNC(=O)C(=O)NCc3cccs3)c3ccco3)CC2)cc1 (stereo not given),0.0%,23.7%,-7.8%
COc1ccc(C(=O)Nc2ccc(-c3cc4ccccc4oc3=O)c(C)c2)cc1OC,4.0%[12.3 µM],1.2%,/
NS(=O)(=O)c1ccc2nc(NC(=O)c3ccc4ncsc4c3)sc2c1,-6.8%,4.7%,-6.8%
CCOC(=O)N1CCC(NC(=O)c2ccc3c(c2)N(Cc2ccc(F)cc2)CCS3)CC1,3.3%,-11.8%,25.6%
CCOC(=O)C1CCCN(S(=O)(=O)NC[C@H]2O[C@@H](n3cnc4c(N)ncnc43)[C@H](O)[C@@H]2O)C1 (stereo not given in full),1.2%,4.5%,/
O=C(Nc1ccc2c(c1)oc1ccccc12)c1ccc2c(c1)OCO2,0.0%,-4.1%,5.3%
O=C(CN1C(=O)/C(=C\c2cccc(Br)c2)Oc2ccccc21)NCCCN1CCOCC1,-3.3%,-1.0%,2.0%
Cc1ccc(CN2CCN(Cc3ccon3)CC2CCO)cc1 (stereo not given),/,-0.6%,-3.3%
N#CC1=C(N)N2C(=C(C#N)C1c1ccccc1)Sc1ccccc12 (stereo not given),4.8%,/,5.4%
Cc1ccc2oc(-c3ccc(NC(=O)c4ccncc4)cc3O)nc2c1,-6.0%,-7.1%,23.9%
Cc1cc(S(=O)(=O)N2CCCOC2CNC(=O)C(=O)NCCCN2CCOCC2)ccc1F (stereo not given),0.7%,9.0%,-0.1%
Cc1cc(NC(c2cccnc2)c2ccc3cccnc3c2O)no1 (stereo not given),7.3%,-7.2%,-5.0%
CN1Cc2ccccc2CC1CNCc1c(C(=O)N2CCCC2)nc2ccccn12 (stereo not given),-2.7%,15.4%,0.0%
COc1ccc(NC(=O)[C@H](Cc2ccccc2)N2Cc3ccccc3C2=O)cc1OC,1.2%,1.6%,/
Cc1ccc(Nc2nc(C(=O)NCc3ccco3)cs2)cc1,9.0%,-9.7%,14.6%
Fc1cccc(F)c1CN1CCN(c2ncccn2)CC1,0.0%,0.0%,0.2%
Oc1ccc(N2CCN(C(=S)NCc3ccccc3)CC2)cc1,-1.8%,2.4%,-12.6%
Cn1ccnc1/C(=N\NC(=O)c1ccccc1)c1cccc([N+](=O)[O-])c1,-2.6%,-4.3%,?
COc1cc2c(=O)n(-c3ccc(C)cc3)c(=O)n(CC(=O)c3ccc4c(c3)OCO4)c2cc1OC,-2.3%,-2.6%,9.7%
COc1ccc(CC(=O)Nc2ccccc2C(=O)N2CCOCC2)cc1,-3.0%,-6.2%,2.2%
CC1CCN(C(=O)CSc2nnc3ccc(-c4cccnc4)nn23)CC1,/,0.1%,1.0%
COc1cccc(-c2nc(CS(=O)(=O)CC(=O)NC3CCCc4ccccc43)c(C)o2)c1 (stereo not given),3.9%,-8.1%,10.5%
CCC(=O)N1CCN(c2ccccc2NC(=O)COc2ccccc2Cl)CC1,4.5%,-4.1%,27.7%
Oc1ccccc1C=NCC(O)c1ccccc1 (stereo not given),-4.5%,5.8%,-9.9%
COc1ccc2cc(CN(Cc3ccco3)C(=S)NCC3CCCO3)c(=O)[nH]c2c1 (stereo not given),6.0%,-12.3%,5.4%
Cc1oc(CSCCSCc2cc(C(=O)O)c(C)o2)cc1C(=O)O,/,20.0%,-6.5%
COC(=O)c1nn(C23CC4CC(CC(C4)C2)C3)c2c1C(=O)N(c1ccc(F)cc1)C2=O,1.5%,-14.8%,-8.4%
Cc1cc(C)cc(C(=O)NCC(=O)N2CCN(c3cccc(Cl)c3)CC2)c1,/,-3.9%,-13.4%
O=C1NC(CCc2ccccc2)C(=O)N1CCOc1cccc(Br)c1 (stereo not given),8.6%,1.4%,9.6%
CC1(C)Cc2c(cnn2-c2cccc(F)c2)C(NC(=O)CN2CCCC2=O)C1 (stereo not given),2.3%,-17.5%,-6.8%
COc1cccc(NC(=S)N(C)C2CCN(C)CC2)c1,/,1.2%,-11.2%
CCOC(=O)C1C(=O)NC(N2CCCCC2)=NC1c1ccccc1 (stereo not given),4.5%,24.6%,0.8%
C=CCN(c1ccc(C(=O)N2CCCC2)cc1)S(C)(=O)=O,1.1%,-2.1%,-2.3%
CC(=O)Nc1ccc(S(=O)(=O)N2CCC(C(=O)NCCC(=O)NCc3ccccc3)CC2)cc1,0.8%,-4.1%,-5.8%
O=C(CNC(=O)c1ccc(Br)cc1)NCC(=O)OCC(=O)c1ccc(F)cc1,0.6%,25.2%,2.5%
CC1CCN(S(=O)(=O)c2ccc3c(c2)N(CC(=O)NCCCOC(C)C)C(=O)CO3)CC1,-2.0%&-9.0%,-2.2%&-12.5%,-12.4%
COc1ccc(NC(=O)c2ccc3c(=O)n4nc(Nc5cc(C)ccc5C)sc4nc3c2)cc1,2.8%,2.9%,/
Cc1coc2cc3oc(=O)c(CCC(=O)NCc4ccccn4)c(C)c3cc12,/,-19.7%,-6.4%
CN(Cc1cccc(F)c1)C(=O)CN1C(=O)NC2(CCc3ccccc32)C1=O (stereo not given),0.1%,-2.4%,/
CCCN(CCC)C(=O)Cn1c(=O)c2ccccc2n2c(=S)sc(-c3ccccc3C)c12,1.1%,-3.1%,-10.8%
Cc1nnc(NC(=O)c2ccc(S(=O)(=O)N3CCCCC3)cc2)s1,0.1%,1.9%,/

# Carrying on.
SMILES,TDP1 inh,FEN1 inh,N370S GC
Cc1cc(CCN2CCC(=O)NC2=O)ccc1OC(C)C,3.8%,3.0%,4.0%
CC(CCc1ccccc1)NC(=O)COC(=O)c1ccc(F)cc1 (stereo not given),/,-0.9%,-20.7%
COc1ccccc1NS(=O)(=O)c1ccc(C)c(C(=O)NC2=NCCS2)c1,0.4%,-5.7%,/
NS(=O)(=O)c1ccc(N2N=C(c3ccccc3)CC2c2ccccc2)cc1 (stereo not given),-2.6%,-20.7%,?
Cn1ccnc1SCC(=O)Nc1ccc([N+](=O)[O-])cn1,1.4%,7.4%,1.4%
O=S(=O)(Nc1cccnc1)c1cccc2ccccc12,2.0%,13.1%,/
O=C(CCc1ccccc1)Nc1ccc(N2CCOCC2)c(Cl)c1,-5.0%,8.2%,1.7%
Cc1ccccc1NC(=O)C1=CC=CN2CCS(=O)(=O)N=C12,-0.8%[56.1 µM],14.2%,/
COc1cc(C(=O)N(C)C2CCCCC2)ccc1OC1CCN(C(C)=O)CC1,/,1.9%,0.5%
COC(=O)NC(NS(=O)(=O)c1ccccc1)(C(=O)OC)C(F)(F)F (stereo not given),-8.6%,-1.2%,?
COc1ccc(CC2(CO)CCN(CC3=Cc4cc(Cl)ccc4OC3)CC2)cc1,0.0%,-1.6%,-2.1%
CCOC(=O)c1c(C)c(-c2ccccc2)n(CC(=O)N2CCCC2)c1C,7.8%,4.6%,-13.3%
CCCCCCCC1=Cc2ccccc2C(CC(=O)c2ccccc2)N1C(=O)OC (stereo not given),6.3%[21 µM],/,6.6%[12.8 µM]
S=C(Nc1ccc(Cl)cc1)Nc1cccc2cnccc12,0.0%,5.5%,-7.7%
Cc1nc2ccccc2c(=O)n1-c1ccc(NC(=O)c2ccc([N+](=O)[O-])cc2)cc1,0.0%,0.5%,/
O=S(=O)(c1ccc2ccccc2c1)N1CCOCC1,-0.5%&-9.6%,6.4%&7.1%,-12.1%
CCCc1ncc(C(O)c2ccccc2OC)n1C (stereo not given),0.0%,-11.4%,-6.3%
O=C(NCc1ccccc1)C1CCN(S(=O)(=O)c2ccc(N3CCCC3=O)cc2)CC1,2.0%,14.4%,16.7%
C[C@H](N)c1nnc(SCC(=O)N(C)C)o1,2.6%,-2.4%,3.5%
Nc1cc(S(=O)(=O)N2CCCCC2)ccc1Oc1ccc(Cl)cc1,5.3%,-13.2%,7.1%
CC(C)(C)C(=O)N1CCN(c2ccc(Cl)cc2[N+](=O)[O-])CC1,5.6%,-11.1%,2.3%
COC(=O)c1cscc1NC(C)=O,6.6%,-8.8%,4.7%
CC1(C2CC2)NC(=O)N(CC(=O)Nc2ccccc2F)C1=O (stereo not given),12.5%,1.5%,1.1%
O=C(N/N=C/c1ccccc1C(=O)O)c1ccc(COc2cccc3cccnc23)cc1,0.0%,-14.4%,15.7%
COc1ccccc1NC(=O)CSC1=Nc2ccccc2C2=NC(Cc3ccccc3)C(=O)N12 (stereo not given),3.8%,-4.0%,/
Cc1ccc(C(=O)NCCN2C3=NC[C@H](C(C)C)N3C[C@H]2Cc2ccc(O)cc2)cc1Br,5.1%,4.8%,-23.2%
COc1cccc(/C=C/C(=O)OCC(=O)NCc2ccc3c(c2)OCO3)c1,0.0%,-7.2%,/
CC(C)NC(=O)CSc1nnc(-c2ccncc2)n1-c1ccccc1,2.0%,-1.2%,5.7%
COc1cccc(C(C(=O)NC2CCCC2)N(C(=O)CNC(=O)c2ccco2)c2cccnc2)c1 (stereo not given),12.7%,-12.9%,-4.2%

# By substructure: the entries above with fluorine
SMILES,TDP1 inh,FEN1 inh,N370S GC
O=C(CCNS(=O)(=O)c1ccccc1C(F)(F)F)NCCCc1ccccc1,0.9%,-9.5%,/
Cc1ccsc1C(=O)Nc1n[nH]c(C(F)(F)F)n1,5.0%,-11.7%,-0.9%
OCC1(Cc2cccc(C(F)(F)F)c2)CCN(Cc2cc(F)cc(F)c2)CC1,0.0%,-6.3%,-2.9%
CCOC(=O)N1CCC(NC(=O)c2ccc3c(c2)N(Cc2ccc(F)cc2)CCS3)CC1,3.3%,-11.8%,25.6%
Cc1cc(S(=O)(=O)N2CCCOC2CNC(=O)C(=O)NCCCN2CCOCC2)ccc1F (stereo not given),0.7%,9.0%,-0.1%
Fc1cccc(F)c1CN1CCN(c2ncccn2)CC1,0.0%,0.0%,0.2%
COC(=O)c1nn(C23CC4CC(CC(C4)C2)C3)c2c1C(=O)N(c1ccc(F)cc1)C2=O,1.5%,-14.8%,-8.4%
CC1(C)Cc2c(cnn2-c2cccc(F)c2)C(NC(=O)CN2CCCC2=O)C1 (stereo not given),2.3%,-17.5%,-6.8%
O=C(CNC(=O)c1ccc(Br)cc1)NCC(=O)OCC(=O)c1ccc(F)cc1,0.6%,25.2%,2.5%
CN(Cc1cccc(F)c1)C(=O)CN1C(=O)NC2(CCc3ccccc32)C1=O (stereo not given),0.1%,-2.4%,/
CC(CCc1ccccc1)NC(=O)COC(=O)c1ccc(F)cc1 (stereo not given),/,-0.9%,-20.7%
COC(=O)NC(NS(=O)(=O)c1ccccc1)(C(=O)OC)C(F)(F)F (stereo not given),-8.6%,-1.2%,?
CC1(C2CC2)NC(=O)N(CC(=O)Nc2ccccc2F)C1=O (stereo not given),12.5%,1.5%,1.1%
